# MOR-DOR ag = agonists of OPRM1-OPRD1 heterodimerization, primary screen, cell-based, luminescence. Mu-type opioid receptor (Homo sapiens) + Delta-type opioid receptor (Homo sapiens), …. cells. activation, % at 9.3 µM. actives 0.3% (n = 340,000); in the data active = activation above about 18%;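 note: 0% = vehicle-treated cells and 100% = reference agonist; values of inactives mirror those of a sister screen read the other way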
# Target sequence (P35372 whole entry, looked up): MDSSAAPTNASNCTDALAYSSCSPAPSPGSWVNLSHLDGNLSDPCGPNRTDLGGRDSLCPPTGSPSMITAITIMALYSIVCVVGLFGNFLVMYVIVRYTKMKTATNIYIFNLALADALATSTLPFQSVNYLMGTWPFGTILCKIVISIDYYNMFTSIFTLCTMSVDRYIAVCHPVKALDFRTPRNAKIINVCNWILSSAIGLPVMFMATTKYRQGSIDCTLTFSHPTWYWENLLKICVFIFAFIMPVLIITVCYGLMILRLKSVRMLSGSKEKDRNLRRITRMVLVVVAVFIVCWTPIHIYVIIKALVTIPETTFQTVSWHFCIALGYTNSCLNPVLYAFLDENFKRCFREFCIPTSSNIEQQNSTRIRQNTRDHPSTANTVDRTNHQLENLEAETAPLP
# Target sequence (P41143 whole entry, looked up): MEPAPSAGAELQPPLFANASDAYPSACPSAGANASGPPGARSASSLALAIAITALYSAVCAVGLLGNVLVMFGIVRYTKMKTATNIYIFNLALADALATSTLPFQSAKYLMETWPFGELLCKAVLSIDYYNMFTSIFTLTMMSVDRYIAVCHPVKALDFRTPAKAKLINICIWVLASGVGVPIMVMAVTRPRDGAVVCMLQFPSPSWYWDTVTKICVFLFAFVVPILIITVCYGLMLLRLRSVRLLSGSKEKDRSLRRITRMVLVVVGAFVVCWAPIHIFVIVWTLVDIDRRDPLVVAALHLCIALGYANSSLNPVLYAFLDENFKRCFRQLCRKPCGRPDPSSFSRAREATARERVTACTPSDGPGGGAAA
# phage Ecoli inh = growth loss of phage-infected E. coli, primary screen, RecBCD inhibitor project, absorbance, with phage, HTS; inhibition, % at 11.9 µM; actives 0.26% (n = 360,000); in the data active = inhibition above about 11%
# HTR5A inv ctr = HTR5A inverse agonists in luminescence cell assay, primary screen, counter-screen for OPRM1-OPRD1 heterodimer inverse agonist project, full-deck HTS | 5-hydroxytryptamine receptor 5A (Homo sapiens), P47898 | actives 0.083% (n = 340,000) | HTR5A cell line, inverse agonism | inhibition, % at 9.3 µM; in the data active = inhibition mostly above about 23%, no sharp cut-off; inactive = mostly below about 18%;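 note: 0% = cells with DMSO and 100% = no-cell wells with DMSO; some compounds called inactive have numbers as strong as hits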
# PKA-R2B activ = activators of PKA-R2B holoenzyme, primary screen, biochemical, fluorescence polarization, Cy5-IP20, human; cAMP-dependent protein kinase catalytic subunit beta (Homo sapiens) + cAMP-dependent …; PKA-R2B holoenzyme dissociation; R2B truncated from residue 108, S112A mutant; 0% DMSO only, 100% 113 µM cGMP; activation, % at 11.4 µM; actives 0.079% (n = 340,000); AID 504700, 2011;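 active = activation above a cutoff set at the mean over all compounds plus 3 SD, cut at about 18% in these data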;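 note: higher means more holoenzyme dissociation and a rise in polarization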
# AddAB inh = growth inhibition of E. coli expressing H. pylori AddAB, primary screen, AddAB inhibitor project, absorbance. inhibition, % at 11.9 µM. actives 0.29% (n = 330,000). AID 435030, 2010; in the data active = inhibition above about 12%;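 note: 0% = vehicle wells of infected cells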
# PfHsp90 yeast 2 = growth inhibition of PfHsp90-expressing yeast, primary screen, antimalarial PfHsp90 inhibitor project, S. cerevisiae, BacTiter-Glo luminescence, single point, set 2; BacTiter-Glo ATP, 48 h; yeast lacking PDR1 and PDR3 efflux regulators; inhibition, % at 9.4 µM; actives 0.32% (n = 310,000);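 active = every replicate shows inhibition above about 80%, whatever the replicate mean, limit read from the data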;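 note: 0% = DMSO neutral controls and 100% = 20 µM radicicol positive controls; yeast relying on Plasmodium falciparum Hsp90 in place of its own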
# E coli growth = E. coli V3065 growth inhibition, primary screen, counter-screen for AddAB inhibitor project, absorbance, OD600; 18 h; inhibition, % at 11.9 µM; actives 0.27% (n = 330,000); AID 449728, 2010;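 active = inhibition above the campaign's mean inhibition across all tested compounds plus 3 SD, cut at about 9.9% in these data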;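 note: uninfected addAB+ strain grown without phage in ampicillin broth; 0% = DMSO wells and 100% = ciprofloxacin 0.95 µg/ml wells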
# MOR-DOR inv ag = inverse agonists of MOR-DOR heterodimerization, primary screen, cell-based, luminescence; inhibition, % at 9.3 µM; actives 0.21% (n = 340,000); Mu-type opioid receptor (Homo sapiens) + Delta-type opioid receptor (Homo sapiens), …; cell-based MOR-DOR heterodimer luminescence, inverse agonism; AID 504357, 2011; in the data active = inhibition above about 22%, passing the limit was not always enough;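 note: 0% = cells with DMSO and 100% = wells without cells with DMSO; values of inactives mirror those of a sister screen read the other way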
# PKA-R1A activ = activators of PKA-R1A holoenzyme, primary screen, biochemical, fluorescence polarization, Cy5-IP20, bovine R1A, mouse PKAc; cAMP-dependent protein kinase type I-alpha regulatory subunit (Bos taurus) + …; PKA-R1A dissociation; scaled: DMSO 0%, 113 µM cGMP 100%; activation, % at 11.4 µM; actives 0.083% (n = 340,000);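 active = percent activation above the mean of all tested compounds plus 3 SD, cut at about 19% in these data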;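 note: higher means more PKAc released from R1A so a rise in polarization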
# Tat transport = E. coli Tat export inhibitors, primary screen, MC4100, TorA-mCherry reporter, fluorescence, single point | inhibition, % at 10 µM | actives 0.036% (n = 340,000);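 active = mean replicate inhibition at least 50% and at least half of replicates individually reaching 50%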;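 note: exported cargo escapes ClpAP degradation while cytoplasmic cargo is degraded and loses fluorescence; 0% = median of neutral control wells and 100% = median of NaSCN control wells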
# Mot1-301 SUMO = yeast Mot1-301 growth rescue at high temperature, primary screen, SUMOylation pathway inhibitor project, S. cerevisiae, ATP luminescence, 38.5C; S. cerevisiae Mot1-301 growth rescue; percent above DMSO median, 100 means doubled; growth rescue, % at 18.8 µM; actives 1% (n = 320,000); AID 2716, 2010;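 active = every valid replicate shows activation above 250% relative to neutral control wells; inactive = the rest, any valid replicate at or below 250%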;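 note: OY570 slx delta 5 strain wells were the positive control but not used for scaling; some compounds called inactive have numbers as strong as hits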
# * = called active by the depositor; · = not tested or not shown. Not a hit list; any-hit rate near 2.2%.
SMILES,MOR-DOR ag,phage Ecoli inh,HTR5A inv ctr,PKA-R2B activ,AddAB inh,PfHsp90 yeast 2,E coli growth,MOR-DOR inv ag,PKA-R1A activ,Tat transport,Mot1-301 SUMO
COc1cc2c(cc1OC)C(C(=O)O)C(c1cc(Br)c(O)c(OC)c1)N(C)C2=O (stereo not given),-0.5,2.7,11.0,1.5,0.5,-6.7,-0.1,3.2,6.9,8.3,4.5
Cc1nc2c(cnn2-c2ccccc2)c(=O)[nH]1,-2.3,4.6,7.1,-6.8,1.0,10.5,1.5,11.9,2.5,-2.1,35.4
Cc1cc(C)n2nc(SCC(=O)Nc3ccccc3C)nc2n1,0.5,2.0,2.4,-6.7,4.7,13.1,1.2,-2.9,-6.4,25.5,-1.9
CCc1ccc(C2C3=C(CC(C)(C)CC3=O)Nc3c2c(=O)[nH]c2nc(C)nn32)cc1 (stereo not given),-2.3,1.6,4.9,-1.6,1.6,-23.6,-1.8,11.1,4.5,-17.9,-6.9
COc1ccc(-c2cc(C(F)(F)F)nc(NCc3cccs3)n2)cc1,2.3,1.3,-2.0,-8.2,1.3,-2.5,2.3,-13.7,-3.2,-3.9,4.4
Cc1ccc2oc(C(=O)Nc3nonc3C)c(C)c2c1,4.1,4.2,-0.8,-1.1,4.0,-4.6,-0.7,-21.2,-0.1,-11.3,·
CCc1c(C)c2ccc(OCC(N)=O)cc2oc1=O,-2.1,1.5,19.6,-7.0,7.9,-11.1,3.1,10.5,7.3,-6.5,928.8
Cc1[nH]nc2c1C(c1c[nH]c3ccccc13)C(C#N)=C(N)O2 (stereo not given),·,0.4,·,·,0.6,9.1,0.6,·,·,-4.2,-8.9
COc1ccc(N2C(=O)CN(Cc3ccc(OC)c(OC)c3)C2=S)cc1,-2.7,3.3,-5.6,-2.5,0.8,-37.2,-0.2,13.8,3.1,-1.9,251.4
Cc1cccc(Nc2nnc(SCC3CCCCO3)s2)c1C (stereo not given),-0.7,3.5,-8.5,6.7,1.5,4.7,-1.1,4.4,2.4,9.9,-5.5
Cc1cc(Nc2cccc(C(=O)O)c2)n2ncnc2n1,-2.8,1.9,-6.4,1.4,-0.2,-6.4,0.6,12.8,-12.5,2.4,4.8
COC(=O)c1c(C)[nH]c(C)c1-c1ccccc1Cl,-2.5,0.7,23.2,4.4,2.2,7.7,-0.2,11.4,-2.1,7.9,6.7
Nc1nc(-c2cc3c(cc2Cl)OCCO3)cs1,-1.8,-0.4,-4.8,-9.4,2.5,-13.6,-3.1,9.2,3.9,-5.3,18.1
CCOc1ccc(N(C(C)C(=O)Nc2ccc(OC)cc2)S(C)(=O)=O)cc1 (stereo not given),0.5,3.4,-2.8,-9.2,0.4,-10.0,1.4,-3.0,-14.3,-1.9,62.2
CCCn1c(SCC(=O)Nc2c(CC)cccc2CC)nnc1C(C)C,-2.1,0.5,-2.2,-6.1,-0.2,17.2,-0.5,11.9,-11.5,-2.2,·
CCCCc1ccc(Nc2nc(CCC)cc(=O)[nH]2)cc1,13.1,3.1,30.3,-8.3,3.5,·,2.7,-65.1,-11.8,4.1,162.2
O=C(COC(=O)c1ccccc1Cl)NC1CCCCCCC1,2.0,2.6,8.6,-10.4,·,·,·,-13.4,2.2,-5.4,·
O=C(O)C1=C[C@H](c2ccccc2)C[C@H](OCCCCO)O1,-2.2,4.0,-8.4,-4.0,1.6,-19.4,-0.7,11.9,-12.5,-4.5,7.0
Cc1ccccc1CC(=O)N1CCN(C(=O)c2ccco2)CC1,-3.8,1.3,7.6,-1.9,0.8,-9.3,-0.7,19.8,-5.0,4.0,-3.3
Cc1ccccc1NC(=O)CSc1nc2[nH]c(=O)cc(O)c2s1,-2.8,2.1,0.2,-14.9,·,·,·,14.4,0.5,1.0,·
COc1cc(C2=CCN(C(C)=O)CC2)ccc1OC(C)=O,-1.3,0.3,-27.6,-6.9,2.6,19.8,-2.0,7.2,-3.5,-5.7,182.2
Cn1nc(C(F)(F)F)c(-c2ccccc2)c1NC(=O)CSCC(=O)O,-1.9,3.0,-11.3,4.5,-1.4,2.5,-2.3,9.4,-0.2,-7.5,52.2
COc1ccc(-c2nc(N3CCCC3)[nH]c(=O)c2C#N)cc1,-1.9,1.2,-1.1,0.8,-0.7,·,-2.4,11.5,5.7,-0.7,3.8
CCc1ccccc1NC(=O)NNC(=O)CCc1ccccc1,-2.9,-1.3,8.9,5.9,0.8,-2.7,1.0,16.2,-2.6,-3.8,-6.0
O=C(COc1cccnc1[N+](=O)[O-])Nc1cccc(S(=O)(=O)N2CCCCC2)c1,1.0,4.1,14.3,1.8,5.7,-5.8,0.5,-5.1,2.2,-2.3,5.3
COC(=O)C1CCN(c2ccc([N+](=O)[O-])cc2[N+](=O)[O-])CC1,-2.6,3.9,22.2,-3.5,-1.7,-14.0,0.0,13.4,3.1,-10.6,-1.0
COc1ccc(OC)c(/C=C/C(=O)N2CCN(S(=O)(=O)c3ccc(C)cc3C)CC2)c1,1.5,-4.1,20.6,8.9,-0.8,-17.7,0.2,-6.1,0.9,2.4,·
Cc1onc(-c2ccccc2Cl)c1C(=O)N1CCC(C)CC1,-2.6,0.2,-10.8,3.7,0.5,-18.1,0.4,13.6,0.8,1.9,-5.4
Cc1ccc(NC(=O)CSC2=NCCN2)cc1,-0.6,1.2,-13.6,-13.0,1.3,-31.2,-0.5,3.6,-1.1,7.2,272.3
O=C(CCc1ccccc1)Nc1ccc(F)c([N+](=O)[O-])c1,1.1,2.8,-3.8,15.0,1.4,-9.3,-0.4,-5.9,-6.0,-0.6,0.1
CCOC(=O)c1c(NC(=O)COC(=O)c2ccc([N+](=O)[O-])cc2)sc(C(=O)N(C)C)c1C,-1.3,0.8,-31.4,8.8,-0.7,·,-1.0,8.5,1.9,-2.0,-9.8
COc1cc(-c2nc(-c3cccnc3)no2)cc(OC)c1OC,-1.4,0.8,6.1,-10.4,3.1,-8.1,-1.7,6.9,-5.1,-9.3,-4.9
O=C(COC(=O)Cn1nnc(-c2ccccc2)n1)Nc1ccccc1Br,-0.3,2.4,-11.2,-4.6,1.8,4.1,2.5,1.6,-3.5,-3.5,-2.4
c1ccc(-c2ccccc2OCCCCn2ccnc2)cc1,-1.0,0.6,3.6,11.5,0.2,11.2,-3.5,4.8,-13.5,3.4,6.6
C=CCn1c(O)c(N=NC(=O)CNC(=O)Cc2ccccc2)c2ccccc21,-3.0,2.3,13.4,-6.3,2.9,1.3,-4.0,15.7,2.0,4.8,2.5
COc1ccc(Oc2coc3cc(OC(=O)c4cccs4)ccc3c2=O)cc1,-2.7,0.9,-2.2,-3.2,3.2,-21.7,-1.3,11.4,-7.0,6.6,14.2
CC(=O)NN1C(=O)c2ccccc2NC1c1ccc(N(C)C)cc1 (stereo not given),-0.6,1.3,-3.3,-2.5,-1.0,3.1,1.0,3.3,-3.2,-4.2,95.4
Cc1ccc2nc(-c3ccc(NC(=O)CNC4CC4)cc3)sc2c1,0.3,3.7,-17.4,-5.5,·,-11.7,·,-1.4,-5.8,-0.6,·
CCOC(=O)Cc1csc(NS(C)(=O)=O)n1,1.6,1.1,-6.8,6.5,1.8,8.3,1.2,-9.4,8.1,-1.0,-17.5
COc1ccc(CCNC(=O)CCC(=O)N2CCOc3ccc(C)cc32)cc1OC,-2.4,4.0,0.4,-10.7,0.2,5.9,-1.8,13.0,-20.3,-11.5,4.9
O=C(NCCO)C(=O)NCC1OCCCN1S(=O)(=O)c1cccs1 (stereo not given),-0.6,0.9,-3.9,-6.3,-0.7,-3.2,0.1,2.9,-10.4,22.5,1.4
NC(=O)c1cc2cc([N+](=O)[O-])ccc2oc1=O,-0.6,-0.3,1.3,5.5,1.1,25.2,3.0,3.1,-8.0,-10.3,-17.9
CCN(Cc1cc2cc(C)ccc2[nH]c1=O)C(=O)c1cccc([N+](=O)[O-])c1,0.1,0.5,-2.3,-2.9,0.3,2.8,-0.9,-0.6,-9.2,2.3,-5.6
COc1ccc(C2OCC(C)([N+](=O)[O-])CO2)cc1 (stereo not given),-2.3,1.0,13.2,-9.0,·,11.0,·,11.9,6.8,0.3,·
CCS(=O)(=O)c1nc(S(=O)(=O)c2ccc(Cl)cc2)c(N2CCC(O)CC2)s1,-0.5,-0.4,-18.2,2.0,4.0,6.5,-0.9,2.6,3.8,-5.3,-3.4
CCC(C)C(NC(=O)OCc1ccccc1)C(=O)NC(Cc1ccc(O)cc1)C(=O)OC (stereo not given),-3.2,-0.8,14.8,-11.1,-1.5,-9.3,-0.9,14.6,0.7,4.0,-14.0
Nc1nonc1-c1noc(CCCN2C(=O)c3ccccc3C2=O)n1,-2.9,2.5,-6.1,-1.9,2.5,-5.5,0.5,16.1,0.5,6.6,-2.7
CC(C)(C)NC(=O)C[C@H]1C[C@H](C(=O)N2CCCCC2)[C@@]2(CCc3ccccc3)c3[nH]c4cc(-c5ccco5)ccc4c3CCN2C1=O,-3.4,2.4,9.4,-0.2,0.1,3.8,2.5,16.6,-4.4,1.8,·
O=C(O)C(O)C(O)c1nc2ccccc2[nH]1 (stereo not given),-1.2,3.2,-6.6,-4.4,2.9,15.9,-1.1,6.8,-8.1,-1.3,-17.8
CC(C)c1ccc(NC(=O)NC2CCN(CC(=O)Nc3cccc4ccccc34)CC2)cc1,-2.3,2.0,-6.7,8.9,2.4,4.3,-0.7,13.1,-3.3,0.1,-26.3
COc1ccc2nc3oc(C(=O)N4CCN(c5cccc(Cl)c5)CC4)cc3cc2c1,1.9,0.8,-73.3,-11.2,2.4,-12.5,1.0,-11.1,-6.9,29.6,-2.0
CN(C)c1cccc(C(=O)N/N=C/c2ccoc2)c1,-3.1,1.8,-5.1,0.8,0.7,2.3,0.7,15.3,-16.6,-5.4,1.5
Cc1ccc(S(=O)(=O)N(CCO)Cc2cc3ccc(C)c(C)c3[nH]c2=O)cc1,1.6,1.4,-23.9,-1.4,-0.4,7.9,-1.7,-8.4,-9.6,4.5,3.1

# High-throughput results (PubChem)
